Screens (PubChem)
yeast bub3: NCI yeast anticancer drug screen, S. cerevisiae bub3 mutant strain; hit rate 9.9% among 78,000; AID 167; growth inhibition, % at 50 µM;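 further: 0% = growth of vehicle-only cultures of the same strain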
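Compounds were applied to a genetically altered yeast strain carrying a cell-cycle control defect. Growth inhibition was scored against vehicle-treated controls.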
yeast mec2-1: NCI yeast anticancer drug screen, S. cerevisiae mec2-1 strain | hit rate 9% among 79,000 | % growth inhibition at 50 µM | AID 157;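 further: 0% = growth of vehicle-only cultures of the same strain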
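Using mec2-1 yeast: add compound, measure growth, express inhibition versus vehicle-treated cultures.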
rad50: NCI yeast anticancer drug screen, S. cerevisiae rad50 strain. AID 155. growth inhibition, % at 50 µM. hit rate 10% among 79,000;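 further: 0% = growth of vehicle-only cultures of the same strain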
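Relative growth inhibition (compound vs vehicle) was measured in yeast with a defined repair-gene alteration.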
cln2 rad14: NCI yeast anticancer drug screen, S. cerevisiae cln2 rad14 strain | growth inhibition, % at 50 µM | hit rate 8.3% among 78,000;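 further: 0% = growth of vehicle-only cultures of the same strain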
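Each compound was tested on cln2 rad14 yeast. Inhibition of growth was calculated against vehicle-exposed controls.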
yeast mlh1 rad18: NCI yeast anticancer drug screen, S. cerevisiae mlh1 rad18 strain | growth inhibition, % at 50 µM | hit rate 11% among 79,000;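 further: 0% = growth of vehicle-only cultures of the same strain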
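A repair-deficient yeast strain is exposed to test compound, and growth is scored relative to vehicle-treated controls.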
sgs1 mgt1: NCI yeast anticancer drug screen, S. cerevisiae sgs1 mgt1 strain | AID 161 | hit rate 10% among 78,000 | growth inhibition, % at 50 µM;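 further: 0% = growth of vehicle-only cultures of the same strain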
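Mutant yeast exposed to compound; growth scored against vehicle-only wells.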
The depositor's hits bear a star; . = not tested or not shown; & = joins results of further samples. No stated cut-off is given here; in the data, active means growth inhibition above about 70%; inactive means the rest. Outcome played no part in choosing rows; overall some 13% were active at least once.

SMILES | yeast bub3 | yeast mec2-1 | rad50 | cln2 rad14 | yeast mlh1 rad18 | sgs1 mgt1
Cc1cc(C)nc(Nc2nnc(Nc3cc(C)cc(C)n3)c3ccccc23)c1 | -13 | -11 | -17 | -40 | -16 | -9
Nc1ccc2c(c1)Cc1c-2cc(Cl)c(N)c1Cl | 14 | -1 | 9 | 6 | 6 | -19
CCCCCCC1(C)OCC(c2ccccc2)O1 (centres undefined) | 2 | -34 | 0 | -12 | 10 | 6
CC(=O)Oc1ccc2ccccc2c1CN(Cc1c(OC(C)=O)ccc2ccccc12)C(C)=O | 94* | 73* | 89* | 94* | 55 | 90*
CCCc1cc(=O)oc2c3c(c4c(c12)OC(C)(C)CC4)OC(C)[C@H](C)[C@@H]3O (some centres undefined) | 80* | 86* | 84* | 85* | 77* | 80*
O=C(O)c1cc(N=Nc2ccc([N+](=O)[O-])cc2S(=O)(=O)O)ccc1O | -20 | -2 | -6 | 16 | -10 | 24
Cc1ccsc1C(=S)Nc1ccc(Cl)c(/C=N/OC(C)C)c1 | 23 | 20 | 32 | 45 | 55 | 22
CC(C)(C(=O)O)n1c(-c2ccccc2)c(-c2ccccc2)oc1=O | 18 | 8 | 14 | 3 | 4 | 11
Oc1ccc(O)c([P+](c2ccccc2)(c2ccccc2)c2ccccc2)c1 | -2&2 | 11&5 | 42&11 | 12&-11 | 20&20 | 19&28
O=C(CCC(=O)c1ccccc1)c1ccccc1 | 26 | -3 | 12 | -5 | 16 | 6
O=C(NC(Cc1ccccc1)C(=O)N1CCCC1C(=O)O)OCc1ccccc1 (centres undefined) | -2 | 3 | 8 | -14 | 5 | -7
Nc1ccc(Nc2nc3ccccc3s2)c(O)c1 | . | 2 | 23 | . | 25 | .
O=[N+]([O-])c1ccc(S(=O)(=O)c2ccc(N=Cc3ccc(C=Nc4ccc(S(=O)(=O)c5ccc([N+](=O)[O-])cc5)cc4)cc3)cc2)cc1 | -5 | 3 | 7 | -5 | -6 | 1
COc1ccc(NC(=O)CC(=O)n2nc(-c3ccccc3)c(N=Nc3ccc(C)cc3)c2-c2ccccc2)cc1 | 35 | 6 | 37 | 21 | -4 | -7
CCN(CC)CCN1C(=O)c2cccc3c(N)c(OC)cc(c23)C1=O | -24 | -28 | 48 | -12 | -48 | -21
CC1CN(C(=S)Nc2ccccc2)C(C)CN1CCO (centres undefined) | -4 | 2 | 59 | -39 | 17 | 14
CCCCC(CC)(CC)OC(=O)c1ccc([N+](=O)[O-])cc1 | 21 | 2 | 8 | 10 | 5 | 12
O=S(=O)(O)c1cccc2cccnc12 | 10 | 2 | 4 | -15 | 0 | 7
CC(O)COCC(C)OC(C)C (centres undefined) | -10 | -2 | -94 | -36 | 7 | -5
CSc1ccc(C2=CCCCC2)cc1 | 1 | -2 | -4 | -15 | 18 | 0

Random excerpt: 3 entries already listed
SMILES | yeast bub3 | yeast mec2-1 | rad50 | cln2 rad14 | yeast mlh1 rad18 | sgs1 mgt1
CC(C)(C(=O)O)n1c(-c2ccccc2)c(-c2ccccc2)oc1=O | 18 | 8 | 14 | 3 | 4 | 11
CC(=O)Oc1ccc2ccccc2c1CN(Cc1c(OC(C)=O)ccc2ccccc12)C(C)=O | 94* | 73* | 89* | 94* | 55 | 90*
Cc1ccsc1C(=S)Nc1ccc(Cl)c(/C=N/OC(C)C)c1 | 23 | 20 | 32 | 45 | 55 | 22

(listing goes on)
SMILES | yeast bub3 | yeast mec2-1 | rad50 | cln2 rad14 | yeast mlh1 rad18 | sgs1 mgt1
CC(C)(CNc1ccccc1)[N+](=O)[O-] | -3 | -15 | 4 | -2 | -2 | 2
C[Si](C)(c1ccccc1)C1CC(=O)CC(=O)C1 | 56 | 55 | 50 | 65 | 49 | 69
CNC(=O)NC(=O)C(C)(C)Oc1ccc(Cl)cc1 | 22 | 15 | -9 | 8 | 13 | 11
CN(C)c1nc(=Nc2ccc(N=c3nc(N(C)C)ss3)cc2)ss1 | 93* | 93* | 92* | 69 | 97* | 88*
COC1=C2C[C@@H](C)C[C@@H](OC)[C@@H](O)[C@H](C)/C=C(\C)[C@@H](OC(N)=O)[C@H](OC)/C=C\C=C(/C)C(=O)NC(=CC1=O)C2=O | 90* | 90* | 86* | 85* | 90* | 92*
COc1ccc(-c2cc(-c3ccc4c(c3)CC(C)O4)nc(N)n2)cc1 (centres undefined) | 89* | 91* | 91* | 87* | 89* | 91*
Cc1ccc(NC(=O)c2ccccc2[N+](=O)[O-])cc1 | -2 | 16 | 12 | 20 | -10 | 0
CC1=NN(C(=O)c2ccccc2O)C(=O)/C1=C/c1ccc(O)cc1 | -12 | -16 | 6 | -6 | -28 | -16
CC(C)NC(=O)OCc1c(COC(=O)NC(C)C)c(-c2ccc(F)c(F)c2)n2c1CCC2 | -4 | 3 | -6 | 13 | -7 | 10
Nc1cc([N+](=O)[O-])ccc1Cl | 17 | 14 | 21 | 16 | 20 | 3
CC(=O)N1C(C(=O)NNc2ccccc2)CSC1c1ccccc1 (centres undefined) | 35 | 65 | 38 | 65 | 56 | 45
ClC1(Cl)CCCC2CC21 (centres undefined) | -29 | -33 | -57 | -27 | -31 | -59
CC(=O)OCC(OC(C)=O)C1OC2OC(C)(C)OC2C1OS(C)(=O)=O (centres undefined) | 29 | 10 | 15 | -28 | 5 | 18
CN1CCC(C=C2c3ccccc3Sc3ccccc32)C1 (centres undefined) | -13 | 16 | 10 | -3 | 43 | 26
O=C1Nc2ccccc2C1NC(=S)Nc1ccccc1 (centres undefined) | 5 | -9 | -5 | -1 | 8 | 7
C=CCc1ccc(O)c(OC)c1 | 26 | -3 | 36 | 10 | 25 | -10
NCCCC(=S)S | 14 | 13 | -4 | 13 | 13 | -1
Cc1cc(C)c(C(=O)CCC(=O)O)c(C)c1 | -5 | 8 | 12 | 18 | 17 | 17
Nc1ncc2c(ncn2CC(O)CO)n1 (centres undefined) | -3 | -2 | -25 | 5 | -3 | -2
NC(=O)N/N=C/c1cccc(O)c1O | -3 | -6 | 6 | -10 | 6 | -25
CCCCCCN(CCCCCC)CC(O)c1c(Cl)ccc2ccccc12 (centres undefined) | 96* | 96* | 99* | 99* | 99* | 99*
COc1ccc(/C=C/C(=O)C(C)(CN(C)C)CN(C)C)cc1 | -11 | -14 | 1 | 7 | 12 | 5
O=c1c(SCc2ccc(Cl)c(Cl)c2)c(SCc2ccc(Cl)c(Cl)c2)cnn1-c1ccccc1 | -13 | -12 | -8 | -2 | 15 | -6
CC12OC(=O)C(C#N)C1(C)C1C(=O)CCCC12 (centres undefined) | 0 | -8 | -3 | 2 | -9 | 7
c1ccc(NCCNc2ccccc2)cc1 | -22 | -8 | -17 | -70 | 3 | -5
O=C(NCCCCCCNC(=O)C1CCCNC1)C1CCCNC1 (centres undefined) | 15 | -12 | 19 | 16 | 13 | 14
CCCCCCCCCCCCCC(=O)OCCC(C)C | 3 | 0 | -6 | -19 | -7 | 7
Nc1nc2c(c(-c3ccc(Cl)cc3)n1)CN(c1ccc(Br)cc1)C2=O | -3 | 1 | 41 | 13 | 12 | -5
NC1(CC(=O)O)CCN(Cc2ccccc2)CC1 | -1 | 13 | 4 | -7 | 2 | 4
C(=C\c1ccccn1)/c1ccccn1 | -13 | -23 | 14 | -18 | 2 | -22
N#C/C(=C\NC(=S)Nc1cc(Cl)ccc1Cl)c1nc2ccccc2s1 | 37 | 15 | 34 | 40 | 27 | 10
O=C(Nc1c(Cl)cccc1Cl)Oc1cccnc1 | -23 | -20 | 0 | 3 | -1 | -9
CC1(C)CC2C(C1=O)C1(C)CCCC2(C)C1=O (centres undefined) | 3 | -7 | -12 | -15 | -47 | -27
Cc1cccc2c1C1c3c(C)cccc3CCC1CC2 (centres undefined) | 1 | 1 | -25 | -58 | -13 | -16
O=C1c2ccc[n+]3c2-c2c1ccc[n+]2CC3 | 5 | 16 | -2 | 11 | -1 | -4
COC1=CC(=O)[C@H]2CC(C)=CC[C@]2(C)C1=O | 3 | 7 | 9 | 84* | 15 | -5
O=C1c2ccccc2C(=O)C1(Br)c1ccccc1 | 3 | -5 | -31 | 15 | -3 | -5
COC(=O)c1ccccc1NC(=O)Nc1ccc(SC)cc1 | 31 | 24 | -2 | -9 | 14 | 20
CSCNC(=S)Nc1ccc(Cl)c(Cl)c1 | 53 | 45 | 59 | 23 | 61 | 35
CCOC(=O)C(OC(C)=O)(C(=O)OCC)C(O)c1cccnc1 (centres undefined) | 8 | -2 | 15 | -37 | -1 | 16
C[P+](C)(C)c1ccccc1 | 3 | 4 | -17 | -22 | -4 | 5
CC1(C)OC2C(COC(c3ccccc3)(c3ccccc3)c3ccccc3)OC(n3cnc4c(=O)[nH]cnc43)C2O1 (centres undefined) | 50 | 62 | 69 | 51 | 62 | 57
CCOc1ccc(N=Cc2c3ccccc3nc3ccccc23)cc1 | 6 | 14 | -3 | 26 | -9 | -3
CN(C)c1ccc(/C=C/c2ccnc3ccc4ccccc4c23)cc1 | 70* | 27 | 69 | 7 | 72* | 91*
CN(C)C(=O)c1ccc(Cl)c(Cl)c1 | -7 | 15 | 0 | 4 | -2 | 3
Cc1ccc(S(=O)(=O)N(C)c2cc(Cl)c(I)cc2Cl)cc1 | 25 | -5 | 39 | 0 | 5 | 9
N#Cc1c(SCc2ccccc2)nc(-c2ccccc2)[nH]c1=S | 43 | 29 | 25 | 43 | -1 | 40
C[N+]12CC[N+](C)(CC1)CC2 | -2 | 6 | 0 | 12 | 3 | 1
CCC(C)C1CCC(O)CC1 (centres undefined) | 24 | 10 | 31 | 22 | 19 | 9
O=C(c1ccc(O)c(F)c1)c1ccc(O)c(F)c1 | -24 | -4 | 7 | 4 | 8 | 15
O=C(Nn1cnc2ccccc2c1=O)c1ccc(NC(=S)Nc2ccccc2)cc1 | -1 | -16 | 63 | -28 | 8 | 53
Cn1cnc(N)c1S(N)(=O)=O | -6 | 2 | -12 | -6 | 26 | 10
NS(=O)(=O)c1ccc(NCc2nc3ccccc3[nH]2)cc1 | -47 | -8 | -1 | 22 | 3 | 0
c1ccc(C[n+]2cccc(-c3cc4ccccc4[nH]3)c2)cc1 | -44 | -25 | -22 | 77* | -4 | -45
CC(=O)NC(c1ccc(Cl)cc1)(c1ccc(Cl)cc1)C(F)(F)F | 11 | -48 | -2 | -5 | -6 | 4
Cc1ccc(C(CCCl)OC(C)C)cc1 (centres undefined) | 23 | 7 | 7 | 25 | 18 | 22
O=[N+]([O-])c1ccc2c(c1)nnn2-c1ccccc1 | 19 | -17 | 23 | 12 | -3 | 12
CN(C)CCC(=O)c1ccc(C(=O)CCN(C)C)cc1 | -16 | 26 | 0 | -15 | -21 | -17
N#CSc1cc(S(N)(=O)=O)ccc1N | -1 | -10 | 6 | -5 | 32 | 4
Nc1ncnc(N)c1NC(=O)c1cccnc1 | -2 | -6 | 9 | -40 | 6 | 8

More entries follow:
SMILES | yeast bub3 | yeast mec2-1 | rad50 | cln2 rad14 | yeast mlh1 rad18 | sgs1 mgt1
O=C(O)c1ccccc1C(=O)c1cc2c3c(cccc3c1)CC2 | 13 | 7 | 4 | -21 | 13 | 13
O=c1c2ccccc2nnn1O | -6 | 0 | 13 | -23 | 6 | 5
CCC(/C=N\NC(=O)CCCC(=O)N/N=C/C(CC)CC)CC | 6 | -8 | 0 | 6 | 0 | -19
CC1=CC(=O)/C(=C\c2ccc3c(c2)OCO3)C(C)(C)C1 | 52 | -8 | -23 | -19 | -2 | 4
Brc1ccc(N=NN2CCCC2)cc1 | 86* | 60 | 74* | 68 | 86* | 86*
O=C(C(=NC12CC3CC(CC(C3)C1)C2)NNc1ccc([N+](=O)[O-])cc1[N+](=O)[O-])C(Br)C(=O)c1ccccc1 (centres undefined) | 51 | 46 | 47 | 3 | 40 | 56
CCNc1nc2c(N)ncnc2n1C1OC(CO)C(O)C1O (centres undefined) | 0 | -8 | 13 | -3 | -7 | 6
CC(=O)Nc1ccc(F)c([N+](=O)[O-])c1 | -15 | -20 | -6 | -14 | 6 | 3
NC(C(=O)O)C1SCCS1 (centres undefined) | -5 | -9 | -14 | -22 | -28 | -19
CC(=O)c1ccc(CCCCc2ccc([N+](=O)[O-])cc2)cc1 | 18 | -18 | -4 | -60 | -32 | 16

In a second layout: results already given.
| canonical_smiles | yeast bub3 | yeast mec2-1 | rad50 | cln2 rad14 | yeast mlh1 rad18 | sgs1 mgt1 |
| --- | --- | --- | --- | --- | --- | --- |
| O=c1c2ccccc2nnn1O | -6 | 0 | 13 | -23 | 6 | 5 |
| CCC(/C=N\NC(=O)CCCC(=O)N/N=C/C(CC)CC)CC | 6 | -8 | 0 | 6 | 0 | -19 |
| CC1=CC(=O)/C(=C\c2ccc3c(c2)OCO3)C(C)(C)C1 | 52 | -8 | -23 | -19 | -2 | 4 |
| Brc1ccc(N=NN2CCCC2)cc1 | 86* | 60 | 74* | 68 | 86* | 86* |
| O=C(C(=NC12CC3CC(CC(C3)C1)C2)NNc1ccc([N+](=O)[O-])cc1[N+](=O)[O-])C(Br)C(=O)c1ccccc1 (centres undefined) | 51 | 46 | 47 | 3 | 40 | 56 |
| CCNc1nc2c(N)ncnc2n1C1OC(CO)C(O)C1O (centres undefined) | 0 | -8 | 13 | -3 | -7 | 6 |
